# HGIII-sPLA2 inh: Inhibits HGIII-sPLA2 liposome hydrolysis, primary screen. Q9NZ20. QFRET BODIPY PC-A2 liposome hydrolysis, fluorescence. inhibition, % at 12.2 µM. 0.56% of 370,000 active;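 active = inhibition above mean plus 3 SD of compounds lying within the high and low control bounds, cut at about 19% in these data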;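 also: 0% = median of test compound wells and 100% = no enzyme DMSO wells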
# Target sequence (Q9NZ20 whole entry, looked up): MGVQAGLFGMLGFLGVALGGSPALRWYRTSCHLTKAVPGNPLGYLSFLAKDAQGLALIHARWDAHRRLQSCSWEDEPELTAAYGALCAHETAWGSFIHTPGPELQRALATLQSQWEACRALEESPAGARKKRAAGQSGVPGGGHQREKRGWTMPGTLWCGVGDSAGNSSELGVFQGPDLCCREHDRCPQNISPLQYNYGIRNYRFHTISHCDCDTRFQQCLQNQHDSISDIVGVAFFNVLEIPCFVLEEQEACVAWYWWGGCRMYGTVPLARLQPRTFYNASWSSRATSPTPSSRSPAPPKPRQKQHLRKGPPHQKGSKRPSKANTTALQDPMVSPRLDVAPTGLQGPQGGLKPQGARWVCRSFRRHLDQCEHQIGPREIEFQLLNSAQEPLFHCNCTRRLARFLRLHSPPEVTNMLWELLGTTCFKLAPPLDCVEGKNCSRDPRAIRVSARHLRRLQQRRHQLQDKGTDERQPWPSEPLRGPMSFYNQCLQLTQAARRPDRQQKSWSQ
# ssDAF12 agonist: activators of S. stercoralis DAF-12 nuclear receptor; activation, % at 6.8 µM; 1% of 370,000 active; HEK293 ssDAF-12/GRIP1 lit1-tk-luc reporter, luminescence; % of 3 µM dafachronic acid response;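 active = activation above the mean over all tested compounds plus 3 SD, cut at about 0.9% in these data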;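 also: 0% = DMSO-only wells and 100% = 3 µM delta7-dafachronic acid wells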
# GAA850 FXN act: frataxin GAA850 promoter activation | HEK293 lucGAA850 FXN promoter luciferase reporter, 24 h; percent of 10 µM SAHA response | activation, % at 6 µM | 0.56% of 360,000 active | AID 540364;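 active = activation above the average of all compounds screened plus 3 SD, cutoff fixed separately per campaign, cut at about 7.5% in these data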;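 also: 0% = DMSO wells and 100% = 10 µM SAHA wells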
# PLC-beta3 inh: inhibitors of human phospholipase C beta3; 0.18% of 370,000 active; Purified PLC-beta3, fluorogenic substrate, fluorescence; inhibition, % at 12.2 µM; AID 720704; in the data active = inhibition above about 11%;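 also: 0% = median of compound wells on plate and 100% = full blocker control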
# NR1D1 modulator: Rev-erb alpha (human) modulation; P20393; Rev-erbα–FITC-DNA binding, fluorescence polarization, 90 min; activity, % at 10 µM; 0.79% of 370,000 active;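 active = activity above about 14%, limit read from the data; passing the limit was not always enough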;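 also: 0% = DMSO wells with 35 nM protein and 100% = DMSO wells with 750 nM protein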
# DAX1 inh-1: NR0B1 (DAX1) inhibition; P51843; HEK293 Gal4-DAX1 luciferase reporter, luminescence; inhibition, % at 6.75 µM; AID 504766; 0.99% of 340,000 active;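 active = inhibition above the mean over all tested compounds plus 3 SD, cut at about 4.2% in these data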;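 also: 0% = DAX1-transfected cells with DMSO and 100% = empty-vector control cells with DMSO; inhibition shows as a rise in luminescence from relieved DAX1 repression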
# Target sequence (P51843 207-470 limits assumed): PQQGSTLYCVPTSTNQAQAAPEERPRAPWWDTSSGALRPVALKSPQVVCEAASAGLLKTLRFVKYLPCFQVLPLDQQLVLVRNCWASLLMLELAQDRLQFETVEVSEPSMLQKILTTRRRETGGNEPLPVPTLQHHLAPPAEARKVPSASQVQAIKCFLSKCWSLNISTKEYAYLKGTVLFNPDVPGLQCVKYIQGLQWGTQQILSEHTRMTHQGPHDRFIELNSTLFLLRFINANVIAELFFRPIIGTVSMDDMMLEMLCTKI
# hgDAF12 agonist: activates the H. glycines DAF-12 receptor ligand-binding domain | HEK293 GAL4-hgDAF12 UAS-luciferase reporter, agonist luminescence; normalized to butyrate control | activation, % at 6.8 µM | 1.8% of 370,000 active | AID 687014;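 active = activation above a cutoff set at the mean of all screened compounds plus 3 SD, cut at about 10% in these data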;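 also: 0% = DMSO wells and 100% = sodium butyrate wells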
# DAX1 inh-2: blocks DAX1 repression of SF-1 activated StAR promoter | HEK293T StAR-luciferase reporter, SF-1/DAX-1 repression relief | 1.1% of 370,000 active | AID 652010 | inhibition, % at 6.8 µM;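 active = inhibition above the mean over all tested compounds plus 3 SD, cut at about 3.6% in these data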;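 also: 0% = DAX-1 cells with DMSO and 100% = cells lacking DAX-1 with DMSO; higher inhibition means more luminescence from relief of DAX-1 repression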
# SMARCA2 act: increases SMARCA2 function in MMTV reporter cells; MG213 cells, MMTV-luciferase reporter, dexamethasone, overnight; activation, % at 9.1 µM; 1% of 370,000 active; in the data active = activation above about 7.8%;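 also: 0% = vehicle wells and 100% = reference activator wells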
# hcDAF12 agonist: activators of H. contortus DAF-12 nuclear receptor. HEK293 hcDAF-12 lit1-tk-luc reporter, luminescence; 0% DMSO, 100% Δ7-dafachronic acid. activation, % at 6.8 µM. 1.4% of 370,000 active. AID 652067;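 active = activation above the mean of all tested compounds plus 3 SD, cut at about 5.5% in these data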;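 also: 100% = response to 3 µM Δ7-dafachronic acid high control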
# PG9 binder: small molecules binding HIV-1 gp120 antibody PG9; inhibition, % at 6.7 µM; TR-FRET gp120-PG9 antibody binding; 0.43% of 360,000 active; in the data active = inhibition above about 8.5%
# An asterisk follows results filed as active; . = not tested or not shown.
# Screens in order – NR1D1 modulator	ssDAF12 agonist	GAA850 FXN act	HGIII-sPLA2 inh	DAX1 inh-2	DAX1 inh-1	hcDAF12 agonist	PG9 binder	PLC-beta3 inh	hgDAF12 agonist	SMARCA2 act
CCC(OC(=O)c1nsc(Cl)c1Cl)C(=O)NCc1cccs1 (stereo not drawn)
    -10	-0.4	1.3	-2	0.0	0.9	0.0	0.1	-3	1.9	-1
COc1ccc(NC(=O)c2nc(S(=O)(=O)Cc3cccc(C)c3)ncc2Cl)c(OC)c1
    -7	-1.2	1.8	-4	0.1	0.3	-1.1	-0.8	-1	-0.3	5
COc1ccc(CNC(=S)Nc2ccc3nc(N4CCOCC4)cc(C)c3c2)cc1
    0	-2.2	2.2	-10	-0.8	-1.6	-2.0	-1.4	-58	2.8	1
O=C(OCC(=O)N1CCc2ccccc2C1)c1ccc(OC(F)F)cc1
    6	-1.6	0.0	1	-0.3	0.4	-1.6	0.6	-9	0.9	0
COc1cc(NC(=O)C2CCCCC2)c(OC)cc1NC(=O)CCC(=O)NCc1ccco1
    -3	-1.1	2.0	2	-0.5	1.7	-1.0	-1.5	5	-2.9	-3
CCCNC(=O)Cn1cnc2sc(C(=O)N3CCN(CCC)CC3)c(C)c2c1=O
    -2	-0.6	1.7	10	-0.3	2.4	-1.5	-1.8	1	-1.7	2
COc1ccc(CC(=O)OCC(=O)Nc2cc(Cl)ccc2C)cc1
    -2	-1.4	-1.1	-13	0.1	0.1	-0.6	0.3	0	0.8	1
CCOC(=O)C1=C[C@@H](CC)N(S(=O)(=O)c2ccc(C)cc2)[C@H]1c1cccc(Cl)c1
    -2	-1.5	.	-5	-1.1	.	-1.4	-1.0	0	-2.7	-2
Cc1cccc(NC(=O)Nc2c(-c3ccc(C(F)(F)F)cc3)nc3ncccn23)c1
    -4	-0.6	.	-1	-0.3	.	0.5	.	-53	2.0	-2
Cc1occc1-c1nnc(SCC(=O)Nc2ccncc2)n1-c1ccccc1
    6	-1.6	.	-1	-0.2	.	-2.0	.	-1	-2.8	-2
Cc1ccc(N2CC(C(=O)NCC3CCCO3)CC2=O)cc1Cl (stereo not drawn)
    -5	-1.2	1.2	4	-0.1	-0.2	-1.3	1.1	-2	1.5	0
O=C(c1cc(C2CC2)on1)N1CCCC(N2CCN(c3cccc(C(F)(F)F)c3)CC2)C1 (stereo not drawn)
    -1	-0.3	0.0	-2	-0.5	-0.6	-0.6	-0.2	-5	-0.4	-3
O=C(Cc1ccc(Nc2nc3ccc(Br)cc3[nH]2)cc1)NCCc1cccs1
    1	-1.4	2.9	-14	-0.7	-0.4	-2.0	0.5	3	-1.0	-1
N=C(N)SCc1ccccc1Cl
    -3	-1.7	3.0	34*	-0.4	-1.4	0.2	0.1	2	-1.6	-2
Cc1cc(OCC(=O)Nc2cccnc2)c2c(C)c(C)c(=O)oc2c1
    19*	-0.8	-0.6	0	-0.9	0.0	-1.0	15*	-37	2.1	-2
CNc1nc(C)cc(C)c1S(=O)(=O)c1ccc(C)cc1
    1	-1.4	0.9	0	-1.4	0.3	-1.9	1.1	-11	-1.2	0
CC1CCN(c2ncnc3c2cnn3Cc2ccc(Cl)cc2)CC1
    8	-0.2	0.2	0	-0.8	-0.1	-2.7	0.1	-4	-2.4	-4
COC(=O)c1cc(N=CC2=C(O)CC(C)(C)CC2=O)cc(C(=O)OC)c1
    1	-0.1	0.5	2	-0.6	0.4	0.1	-2.2	-104	-0.3	1
O=C(NCCS(=O)(=O)N1CCN(c2ccccc2F)CC1)C1CC(=O)N(c2ccc(F)cc2)C1 (stereo not drawn)
    -4	-1.0	0.8	6	0.0	0.2	-1.6	-1.1	-3	-1.0	0
CC(=O)Nc1ccc2c(CSc3nncs3)cc(=O)oc2c1
    -5	-1.5	2.1	-6	0.2	2.2	-0.6	-0.8	-58	0.7	-1
COc1ccc(-[n+]2c(C)cc(/C=C3\Sc4ccccc4N3C)cc2C)cc1
    16	-3.1	-11	0	-3.1	-4.8	-4.1	-22	-8	-7.5	-7
COc1ccccc1N1CCN(C(=O)C2=CC=CN3CCS(=O)(=O)N=C23)CC1
    -4	-0.6	0.3	5	-0.5	0.1	-0.2	0.0	1	-0.2	-2
CC(Sc1nncn1C)C(=O)Nc1ccc(S(N)(=O)=O)cc1 (stereo not drawn)
    -2	-1.0	1.4	8	-0.2	1.8	-0.5	-2.1	-9	-1.3	-2
O=C(Nc1ccc(C(=O)O)cc1)/C(=C\C=C\c1ccccc1)NC(=O)c1ccccc1Br
    -7	-1.2	3.4	1	1.1	-0.2	-1.9	-15	-8	-1.2	1
O=C(Cn1ccc([N+](=O)[O-])n1)c1ccccc1
    7	0.1	1.1	-14	-0.1	-1.0	-1.1	-0.2	0	-2.5	-1
Cc1ccc(NC(=O)N[C@@H](CC(C)C)C(=O)O)c(C)c1
    1	-0.8	-1.6	-4	-0.8	-1.1	-1.4	-1.0	-3	-2.2	-2
COc1ccc(NC(=O)N(C)C[C@H]2Oc3ccc(NC(=O)Nc4c(C)noc4C)cc3C(=O)N([C@H](C)CO)C[C@H]2C)cc1
    -5	-1.7	-1.4	2	0.1	0.6	1.0	-1.1	-3	-0.5	0
CCOc1ccccc1OCCOc1ccccc1CC
    -3	-1.4	1.7	-1	-0.8	-0.3	0.1	-2.5	2	-0.1	0
COc1ccc(NC(=O)CN(C)C(=O)c2cccc(S(=O)(=O)Nc3ccc(OC)cc3)c2)cc1
    -5	-1.0	0.8	-16	-0.4	-0.2	-1.4	0.7	4	2.1	-4
O=C(CN1CCN(S(=O)(=O)c2ccccc2)CC1)NCCc1ccccc1
    1	-1.6	0.3	-5	-0.5	0.1	2.8	-2.4	-5	0.5	-1
COc1cc(C2NC(=O)NC(C)=C2C(=O)OCC2CCCCC2)cc(Cl)c1O (stereo not drawn)
    -2	-1.9	0.9	-34	-0.2	-0.3	-1.3	1.9	-31	-3.5	-1
CCCCc1nc2sc3c(=O)[nH]cnc3c2c2c1CCCC2
    12	-1.5	-2.7	4	0.1	1.6	-0.9	3.8	-9	-4.2	0
O=C(C1COc2ccccc2O1)N1CCN(c2nc3ccccc3s2)CC1 (stereo not drawn)
    -2	-1.3	0.9	-10	0.2	-1.3	-2.9	-0.6	-9	1.7	-3
S=C(Nc1ccccc1Cl)N1CCN(Cc2ccccc2)CC1
    -1	-0.8	0.6	2	-0.1	0.8	-1.0	-2.7	1	0.7	1
COc1ccc(NC(=O)C2CCC2)cc1S(=O)(=O)N1CCOCC1
    7	-1.4	0.8	3	-0.7	0.0	1.2	-3.0	-3	0.6	5
CC1(C)CC(=O)c2cc(OCC(=O)N3CCN(c4ccccc4F)CC3)ccc2O1
    -8	-1.1	-0.2	0	0.4	-1.2	-0.8	-1.3	-343	-1.0	-5
O=C(Cc1ccccc1)N1CCC(Oc2cccnc2)CC1
    -2	-1.5	.	2	0.6	.	-0.2	.	-1	1.3	-1
Cc1ccc(NC(=S)NC2CCCC2)cc1
    4	-1.1	1.8	14	0.5	0.1	0.6	1.4	0	4.3	-2
c1ccc2c(c1)ccc1ccccc12
    3	-1.3	-1.4	-2	-0.6	0.0	0.5	-0.2	5	-1.0	1
CC(=O)c1ccc(N2CCN(C(=O)c3cccs3)C(C)C2)c(F)c1 (stereo not drawn)
    -1	-0.7	1.0	-6	-0.4	0.1	-1.4	-0.4	-8	0.7	-3
COc1ccccc1NC(=O)COC(=O)Cc1ccc(S(=O)(=O)N2CCCCC2)s1
    1	-1.2	2.9	-36	-0.6	-0.1	-1.7	-0.9	-3	-0.2	3
O=C(Nc1cccc(O)c1)c1c(O)c2ccccc2[nH]c1=O
    7	3.9*	3.1	-9	2.3	5.0*	14*	1.5	-15	13*	10*
O=C(CNC(=O)c1ccc(Br)cc1)NCC(=O)OCC(=O)c1ccc([N+](=O)[O-])cc1
    -1	-1.4	-0.4	1	0.5	2.3	-1.5	-1.4	1	0.5	-1
Cc1cc(=O)oc2cc(OCCSCCN3CCCCC3)ccc12
    0	-0.9	1.1	-1	0.1	3.5	2.2	0.7	-61	1.4	2
CCOC1=C2[C@@H](CN(S(=O)(=O)c3ccc(C)cc3)[C@H]2c2ccc(Cl)cc2)[C@H]2C(=O)N(c3ccccc3)C(=O)[C@H]2C1
    7	-1.4	.	-5	1.8	.	0.8	0.0	0	3.2	-1
COc1ccc(C(CNC(=O)COc2ccccc2OC)N2CCCCC2)cc1 (stereo not drawn)
    1	-0.3	-0.8	3	2.2	0.4	0.3	0.3	-3	2.3	2
CC1(CCC#N)N=C(SCCC#N)N(c2ccccc2)C1=O (stereo not drawn)
    5	-1.0	-0.6	4	0.1	-0.3	-0.5	-0.3	0	1.5	0
CC(C)N(C(=O)CSc1nnnn1C1CCCC1)C(C)C
    -1	-1.5	1.5	-5	0.0	-0.3	1.9	0.9	2	0.5	0
C=C(C)Cn1c(CNC(C)=O)nc2ccccc21
    2	0.2	0.3	0	0.9	0.0	-0.6	-0.4	8	-0.4	-7
N#Cc1cc2ccncc2c2ccccc12
    -7	-1.6	1.4	-3	-0.6	-0.2	-1.5	0.1	1	8.0	-1
CC(C)C(OC(=O)c1ccco1)C(=O)NCc1ccccc1 (stereo not drawn)
    -2	-1.0	1.4	0	0.2	-0.3	1.6	0.5	-1	2.0	1
COc1ccc(C(=O)c2sc3nc(-c4ccccc4)ccc3c2N)cc1OC
    0	-1.2	-0.7	-5	-0.9	-1.3	-2.8	0.9	-283	-1.0	-2
COc1ccc(C)cc1NC(=O)c1cc(S(=O)(=O)N2CCCCC2)ccc1N1CCOCC1
    4	-1.8	2.5	-1	-2.5	-0.3	-1.4	0.0	-33	-3.1	-3
CCOC(=O)c1c(C)[nH]c(C)c1C(=O)CSc1nnc(N)s1
    5	-0.9	1.1	-3	-0.1	2.8	-0.5	-1.4	0	-2.2	0
O=C(COC(=O)CCC(=O)c1cccs1)NCc1ccc(Cl)cc1
    -1	-1.1	2.7	0	-0.3	-0.4	0.4	0.8	-9	-2.8	-2
O=C(NCCN1CCN(S(=O)(=O)c2ccc(F)cc2)CC1)C(=O)NCc1ccccc1
    3	-1.3	0.7	3	0.0	-0.4	-0.1	-1.3	-4	0.6	-2
CCOc1ccc(C(=O)NCC(C)NC(=O)c2ccc(OCC)cc2)cc1 (stereo not drawn)
    -4	-1.4	2.7	6	0.1	1.9	0.3	-2.1	3	-2.7	-3
O=C(NNc1ccccc1)c1ccccc1
    2	-1.1	0.8	-5	1.3	0.3	-0.7	-1.4	2	-3.4	-3
Cc1cc(C)n2c(SCC(=O)Nc3ncc(C(F)(F)F)cc3Cl)nnc2n1
    0	-0.5	1.5	8	-0.4	0.0	0.0	0.8	0	-2.9	-4

# Assay outcomes as filed in PubChem.
